ROS inducer: inducers of reactive oxygen species in cancer cells | U2OS ROS induction, H2DCF-DA fluorescence | ROS induction (% of piperlongumine), % at 10 µM | 46,000 compounds, 2% hits | AID 624156; in the data active = ROS induction above about 79%, passing the limit was not always enough; inconclusive = no clear call, values can overlap the other calls;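 note: 0% = DMSO vehicle median and 100% = reference compound median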
* hit, by the source's call; ? = inconclusive.

SMILES | ROS inducer
Cc1ccc(/C=N/NC(=O)CCCCC(=O)NO)o1 | -3.7
COc1ccc(-c2nnc(SCc3csc(N)n3)n2C)cc1 | -11.6
COc1ccc(NC(=O)N(C)C[C@H]2OCCCC[C@@H](C)Oc3ccc(NC(=O)C4CCCCC4)cc3C(=O)N([C@H](C)CO)C[C@@H]2C)cc1 | 9.2
C[C@@H]1CCCCO[C@H](CN(C)C(=O)Cc2ccccc2)[C@@H](C)CN([C@H](C)CO)C(=O)c2cc(NC(=O)Nc3cccc4ccccc34)ccc2O1 | 59.5
O=C(Nc1cccc(F)c1)C1CCN(c2ncnc3c2sc2cccc(F)c23)CC1 | 111.3*
CC(C)NC(=O)Nc1ccc2c(c1)C(=O)N([C@H](C)CO)C[C@H](C)[C@H](CN(C)Cc1ccc3c(c1)OCO3)O2 | -10.2
C[C@@H]1CCCCO[C@H](CN(C)Cc2ccccc2)[C@@H](C)CN([C@H](C)CO)C(=O)c2cc(NC(=O)Cc3ccccc3)ccc2O1 | 20.9
C[C@@H]1CN([C@H](C)CO)C(=O)Cc2cc(NC(=O)Nc3ccccc3)ccc2O[C@H]1CN(C)CC1CCCCC1 | 1.3
C[C@@H]1CCCCO[C@@H](CN(C)S(=O)(=O)c2ccc(F)cc2)[C@@H](C)CN([C@H](C)CO)C(=O)c2cc(N(C)C)ccc2O1 | -5.4
C[C@@H]1CN([C@@H](C)CO)C(=O)c2cc(NS(=O)(=O)c3ccccc3)ccc2O[C@@H]1CN(C)S(=O)(=O)c1ccccc1 | -4.9

As entered above:
O=C(Nc1cccc(F)c1)C1CCN(c2ncnc3c2sc2cccc(F)c23)CC1 in ROS inducer is entered as 111.3*
C[C@@H]1CN([C@H](C)CO)C(=O)Cc2cc(NC(=O)Nc3ccccc3)ccc2O[C@H]1CN(C)CC1CCCCC1 in ROS inducer is entered as 1.3

Carrying on:
SMILES | ROS inducer
CN(C)c1nc(OCC(=O)Nc2ccc(Cl)cc2)nc(N(C)C)n1 | -19.6
COC1OC2COC(c3ccccc3)OC2CC1O (stereo not drawn) | 2.9
C[C@@H]1CN([C@@H](C)CO)C(=O)c2cccc(NC(=O)CCCCCC(=O)Nc3ccccc3N)c2O[C@H]1CN(C)S(=O)(=O)c1cn(C)cn1 | 3.6
C[C@H](CO)N1C[C@H](C)[C@H](CN(C)Cc2ccncc2)Oc2ncc(Br)cc2C1=O | -11.9
Cc1noc(C)c1NC(=O)N(C)C[C@H]1Oc2c(NC(=O)c3cnccn3)cccc2C(=O)N([C@@H](C)CO)C[C@@H]1C | -8.8
COc1ccc(NC(=O)N(C)C[C@@H]2Oc3c(NC(=O)C4CCOCC4)cccc3C(=O)N([C@H](C)CO)C[C@H]2C)cc1 | -5.3
C=C(C)[C@@H]1CC=C(/C=N/NC(=O)CCCCCCC(=O)O)CC1 | -4.3
Cc1nn(C)cc1CNC(=O)c1cnn2c(C(F)F)cc(C3CC3)nc12 | 13.3
Cc1c(CCC(=O)O)c(=O)oc2cc(OCC(=O)O)ccc12 | -5.4
CCOC(CCn1c(=S)[nH]c2cc(C(=O)OC)ccc2c1=O)OCC | -2.4
C[C@H](CO)N1C[C@H](C)[C@H](CN(C)Cc2ccc(-c3ccccc3)cc2)Oc2c(NC(=O)NC3CCCCC3)cccc2C1=O | 54.5
CC(C)CC(=O)N[C@H](C(=O)N[C@H](C(=O)N[C@@H](CC(C)C)[C@@H](O)CC(=O)N[C@@H](C)C(=O)N[C@@H](CC(C)C)[C@@H](O)CC(=O)O)C(C)C)C(C)C | -11.3
COc1ccc(C(=O)Cn2ccnc2C(=O)NCCc2ccc(Cl)cc2)cc1 | 30.3
Cc1c2c(=O)[nH]ncc2c(-c2ccccc2)n1CCSCc1c(F)cccc1Cl | 5.0
C[C@H](CO)N1C[C@H](C)[C@H](CN(C)Cc2cccc(C(F)(F)F)c2)Oc2ncc(-c3cc4ccccc4o3)cc2C1=O | 248.5*
C[C@H]1CN([C@@H](C)CO)C(=O)c2cc(NS(=O)(=O)c3cccs3)ccc2O[C@H]1CN(C)CC1CCCCC1 | 1.4
C[C@H](CO)N1C[C@H](C)[C@@H](CN(C)S(=O)(=O)c2ccc(F)cc2)Oc2ccc(NC(=O)Cc3cn(C)c4ccccc34)cc2C1=O | -2.9
COc1ccc(NC(=O)CSc2nc(C)cc(C(F)(F)F)n2)c([N+](=O)[O-])c1 | -2.7
Cc1noc(C)c1S(=O)(=O)Nc1ccc2c(c1)CC(=O)N([C@@H](C)CO)C[C@H](C)[C@@H](CN(C)Cc1ccc3c(c1)OCO3)O2 | 11.3
COC(=O)c1c(C)nn(-c2ccc(OC(F)(F)F)cc2)c1-c1snnc1C | 8.4
N#C[C@@H]1O[C@H](COC(=O)c2ccccc2)[C@@H](OC(=O)c2ccccc2)[C@H]1OC(=O)c1ccccc1 | 46.3
CCCC(O)C#Cc1cnc2c(c1)C(=O)N([C@H](C)CO)C[C@H](C)[C@H](CN(C)S(=O)(=O)c1cccc(OC)c1)O2 (stereo partly drawn) | 41.8
Cc1ccc(S(=O)(=O)N(C)CC(=O)Nc2cccc(I)c2)cc1 | -7.9
Cc1noc(C)c1NC(=O)Nc1cccc2c1O[C@@H](CN(C)Cc1ccc(C(F)(F)F)cc1)[C@H](C)CN([C@@H](C)CO)C2=O | -0.5
CC(Oc1ccccc1)C(=O)Nc1cc([N+](=O)[O-])ccc1O (stereo not drawn) | 10.7
C[C@@H]1CN([C@H](C)CO)C(=O)c2cc(NS(=O)(=O)c3cccs3)ccc2O[C@H]1CN(C)S(C)(=O)=O | -9.5
Cc1cccc(-n2c(SCC(=O)Nc3ccc(Br)cc3F)nnc2-c2ccccc2)c1 | -7.2
COc1ccc(S(=O)(=O)N(C)C[C@@H]2Oc3ccc(NS(=O)(=O)c4ccc(F)cc4)cc3CC(=O)N([C@H](C)CO)C[C@@H]2C)cc1 | 13.2
Cc1cc(C(=O)Nc2cccc3c2O[C@@H](CN(C)Cc2ccccc2)[C@H](C)CN([C@H](C)CO)C3=O)n(C)n1 | 6.5
Cc1noc(C)c1S(=O)(=O)N(C)C[C@H]1OCCCC[C@@H](C)Oc2ccc(N(C)C)cc2C(=O)N([C@H](C)CO)C[C@@H]1C | -0.2
Clc1ccc(-c2nc(Sc3nc(-c4cccs4)ns3)n[nH]2)cc1 | 0.5
Cc1ccc(S(=O)(=O)Nc2ccc3c(c2)C(=O)N([C@@H](C)CO)C[C@H](C)[C@H](CN(C)C(=O)Nc2ccc(F)cc2)O3)cc1 | 17.2
C[C@H]1CN([C@@H](C)CO)C(=O)CCCn2cc(nn2)CO[C@@H]1CN(C)S(=O)(=O)c1ccc(C#N)cc1 | -5.5
CCOC(=O)Cn1c(=O)c(C(N)=S)cn(C(C)C)c1=O | -8.6
COC(=O)c1ccc(C(=O)NN)cc1 | 69.7
CC(C)NC(=O)N(C)C[C@H]1Oc2c(NC(=O)Nc3ccccc3)cccc2C(=O)N([C@H](C)CO)C[C@@H]1C | -3.4
C[C@@H]1CN([C@H](C)CO)C(=O)c2cc(NS(=O)(=O)c3ccccc3)ccc2O[C@H]1CN(C)C(=O)Nc1ccc(C(F)(F)F)cc1 | 25.0
CCc1cccc(NC(=O)CCCN2C(=O)COc3ccc(C)cc32)c1 | -7.1
Cc1cc(C)c(NC(=O)CN(c2ccc(Cl)cc2)S(C)(=O)=O)c(C)c1 | 3.7
O=C(NCc1ccccc1)c1ccc(CN2CCC(Cc3ccccc3)CC2)cc1 | -2.6

Filtered by structure, those above with a nitro group on carbon.
SMILES | ROS inducer
COc1ccc(NC(=O)CSc2nc(C)cc(C(F)(F)F)n2)c([N+](=O)[O-])c1 | -2.7
CC(Oc1ccccc1)C(=O)Nc1cc([N+](=O)[O-])ccc1O (stereo not drawn) | 10.7

(cont.)
SMILES | ROS inducer
CCCOc1c(-c2ccc3ccccc3n2)cnc2ccccc12 | -1.4
C=CCN1C(=O)[C@@]2(O[C@@H](CCn3cc(CCO)nn3)[C@H]([Si](C)(C)c3ccc(OC)cc3)[C@H]2C)c2cc(N3CCOC3=O)ccc21 | 44.8
CC1CCN(C(=O)c2ccc3nc(SCc4ccc(F)cc4)n(C)c3c2)CC1 | -8.0
C[C@H](CO)N1C[C@H](C)[C@H](CN(C)C(=O)Nc2ccc3c(c2)OCO3)Oc2ncc(-c3cccc(C(F)(F)F)c3)cc2C1=O | 54.6
C[C@@H]1CN([C@@H](C)CO)C(=O)CCCn2cc(nn2)CO[C@H]1CN(C)Cc1ccccc1 | -24.9
CS(=O)(=NC(=O)Nc1ccccc1)c1ccccc1 (stereo not drawn) | -12.7
C[C@@H]1CN([C@H](C)CO)C(=O)c2cccc(NS(=O)(=O)c3ccc(F)cc3)c2O[C@@H]1CN(C)S(=O)(=O)c1ccc(F)cc1 | 16.3
CNC[C@H]1Oc2ccc(NC(=O)Nc3ccc4c(c3)OCO4)cc2C(=O)N([C@H](C)CO)C[C@H]1C | 4.2
O=C(N/C(=C\c1ccc(-c2ccc(Cl)cc2Cl)o1)C(=O)N1CCCC1)c1ccccc1 | ?
C[C@@H]1CN([C@@H](C)CO)C(=O)c2cccc(NC(=O)NC3CCCCC3)c2O[C@H]1CN(C)S(=O)(=O)c1cccs1 | -3.4
Cc1noc(C)c1S(=O)(=O)Nc1ccc2c(c1)CC(=O)N([C@@H](C)CO)C[C@@H](C)[C@@H](CN(C)S(C)(=O)=O)O2 | -12.6
C[C@@H]1CN([C@H](C)CO)C(=O)c2cccc(N(C)C)c2O[C@@H]1CN(C)Cc1ccccc1 | -10.3
Cc1ccc(S(=O)(=O)N(C)C[C@H]2Oc3ccc(NS(=O)(=O)c4cn(C)cn4)cc3CC(=O)N([C@@H](C)CO)C[C@@H]2C)cc1 | -5.8
C=CCNC(=O)[C@@H]1[C@H]2C(=O)O[C@H](c3ccccc3)[C@H](c3ccccc3)N2[C@H](c2ccccc2OCCO)[C@@]12C(=O)N(C(=O)OCCOC)c1ccccc12 | 183.4*
CC(=O)N1CCN(c2ccc(OC[C@H]3CO[C@](Cn4ccnc4)(c4ccc(Cl)cc4Cl)O3)cc2)CC1 | -16.8
CN(C)/C=N/C1N=C(C2CC2)N(C)C(=O)N1 (stereo not drawn) | -16.2
CCOC(=O)c1c(NC(=O)c2nc3ncccn3n2)sc2c1CCC(CC)C2 (stereo not drawn) | -5.9
Cc1cc(C(=O)NN2C3CSC2CS3)no1 | -13.0
C=CCNC(=S)NC1(C)CCS(=O)(=O)C1 (stereo not drawn) | 24.1
Cn1ccc(/C=C2/CCC/C(=C\c3ccn(C)n3)C2=O)n1 | 23.1

Five compounds drawn at random from those above, as already listed:
SMILES | ROS inducer
C[C@@H]1CN([C@H](C)CO)C(=O)c2cccc(N(C)C)c2O[C@@H]1CN(C)Cc1ccccc1 | -10.3
CCOC(=O)c1c(NC(=O)c2nc3ncccn3n2)sc2c1CCC(CC)C2 (stereo not drawn) | -5.9
Cc1noc(C)c1S(=O)(=O)Nc1ccc2c(c1)CC(=O)N([C@@H](C)CO)C[C@@H](C)[C@@H](CN(C)S(C)(=O)=O)O2 | -12.6
Cc1ccc(S(=O)(=O)N(C)C[C@H]2Oc3ccc(NS(=O)(=O)c4cn(C)cn4)cc3CC(=O)N([C@@H](C)CO)C[C@@H]2C)cc1 | -5.8
Cc1cc(C(=O)NN2C3CSC2CS3)no1 | -13.0

Continued:
SMILES | ROS inducer
C[C@@H]1CN([C@H](C)CO)C(=O)c2cccc(NC(=O)Nc3ccc(C(F)(F)F)cc3)c2O[C@@H]1CN(C)CC1CCCCC1 | 27.1
Cc1ccc(Cc2cc(C)n[nH]c2=O)cc1 | 9.1
O=C(O)c1cc2cccc(S(=O)(=O)N3CCCCCC3)c2cc1O | 20.0
FC(F)(F)Oc1ccc(-c2nnc(-c3cccnc3)o2)cc1 | -2.2
CCC(C)NC(=O)c1cc(-c2ccccn2)nc2ccccc12 (stereo not drawn) | -11.2
C[C@H]1CN([C@@H](C)CO)C(=O)c2cc(NC(=O)Nc3cccc4ccccc34)ccc2O[C@H]1CN(C)CC1CCCCC1 | -2.4
Cc1onc(-c2ccccc2)c1CNC(=O)Nc1ccccc1 | -1.7
O=C(CCCN1C(=O)c2cccc3cccc(c23)C1=O)Nc1ccccc1[N+](=O)[O-] | 18.1
CC(CO)(CO)NC(=O)NC1CCCCC1 | -3.3
Cn1c(SCC(=O)n2c3c(c4ccccc42)CCCC3)nnc1-c1cccc([N+](=O)[O-])c1 | -9.2
CS(=O)(=NS(=O)(=O)c1ccc(OC(F)(F)F)cc1)c1ccc(Cl)cc1 (stereo not drawn) | -9.3
COc1ccc(S(=O)(=O)Nc2cccc3c2O[C@H](CN(C)C(=O)Nc2c(C)noc2C)[C@@H](C)CN([C@H](C)CO)C3=O)cc1 | -14.1
Cc1noc(C)c1S(=O)(=O)N(C)C[C@H]1Oc2ccc(NC(=O)Cn3cnnn3)cc2CC(=O)N([C@H](C)CO)C[C@H]1C | -15.7
C[C@H](CO)N1C[C@H](C)[C@H](CN(C)C(=O)NC2CCCCC2)Oc2ncc(-c3cccc(C(F)(F)F)c3)cc2C1=O | ?
Cc1noc(C)c1NC(=O)Nc1ccc2c(c1)C(=O)N([C@@H](C)CO)C[C@H](C)[C@H](CN(C)C(=O)Nc1cccc3ccccc13)O2 | 5.7
C[C@@H]1CN([C@@H](C)CO)C(=O)c2cc(N(C)C)ccc2O[C@@H]1CN(C)Cc1ccc2c(c1)OCO2 | -17.6
O=C(Nc1ccc(F)cc1)c1cnccc1C(F)(F)F | -4.3
C[C@@H]1CN([C@H](C)CO)C(=O)c2cc(NS(=O)(=O)c3ccc(Cl)cc3)ccc2O[C@@H]1CN(C)Cc1ccncc1 | -4.4
O=C(N/N=C/c1cc(F)ccc1O)c1ccccn1 | -1.2
C=CCOC(=O)[C@H]1[C@@H]2C(=O)O[C@@H](c3ccccc3)[C@@H](c3ccccc3)N2[C@@H](c2ccc(OCCOC(=O)[C@H]3C[C@H]4C(=O)N[C@@H](CCCCNC(C)=O)C(=O)N4[C@H]3c3cccc(OCCO)c3)cc2)[C@]12C(=O)Nc1ccccc12 | 74.1
Cc1cc(NC(=O)c2ccc3nonc3c2)on1 | 10.6
COc1ccc(CN(C)C[C@H]2OCCCC[C@@H](C)Oc3ccc(NC(=O)C4CCCCC4)cc3C(=O)N([C@H](C)CO)C[C@@H]2C)cc1 | 21.9

Compound activity as filed in PubChem.

Some of the compounds tested; count on the stated rates, not on these rows.
